# Screening results (PubChem BioAssay)
# EphB4 ephrin blk – EphB4-ephrin-B2 interaction antagonism | AID 720 | EphB4 LBD / TNYL-RAW-Alexa532 peptide, fluorescence polarization | P54760 | inhibition, % at 7 µM | 0.15% of 97,000 active;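 active = inhibition above the screen-wide mean inhibition plus 3 SD, cut at about 15% in these data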;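 also: 0% = DMSO wells and 100% = excess unlabeled TNYL-RAW peptide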
# CYP2C9 activ – activators of human CYP2C9. AID 1024. 1.4% of 96,000 active. activation factor at 5 µM. recombinant CYP2C9, luciferin-H conversion, luminescence; hits give high values; factor 1 = untreated enzyme, 0 = blocked;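 active = activation factor of 2 or more for CYP2C9 at a 5 µM dose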;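 also: 0 = sulfaphenazole-blocked wells and 1 = vehicle-only wells; values of inactives mirror those of a sister screen read the other way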
# Target sequence (P11712 whole entry, looked up): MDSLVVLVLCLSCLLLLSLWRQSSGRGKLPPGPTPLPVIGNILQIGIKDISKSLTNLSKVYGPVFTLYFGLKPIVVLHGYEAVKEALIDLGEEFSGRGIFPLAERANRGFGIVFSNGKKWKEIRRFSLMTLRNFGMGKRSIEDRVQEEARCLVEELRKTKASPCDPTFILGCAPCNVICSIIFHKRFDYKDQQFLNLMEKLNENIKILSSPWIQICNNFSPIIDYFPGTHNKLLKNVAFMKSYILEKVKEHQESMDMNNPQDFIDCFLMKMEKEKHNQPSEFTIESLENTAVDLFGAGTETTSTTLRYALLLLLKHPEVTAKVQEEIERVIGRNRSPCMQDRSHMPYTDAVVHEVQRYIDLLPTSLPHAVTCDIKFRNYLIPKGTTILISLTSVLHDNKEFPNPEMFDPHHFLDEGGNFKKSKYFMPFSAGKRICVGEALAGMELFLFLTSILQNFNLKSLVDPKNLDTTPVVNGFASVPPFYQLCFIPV
# Rev-RRE block – disrupts HIV-1 Rev binding to RRE RNA; P05866; AID 704; 0.79% of 97,000 active; Rev peptide-RRE RNA binding, FRET; inhibition, % at 8 µM;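 active = inhibition above the screen-wide mean plus 3 SD, cut at about 35% in these data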;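 also: 0% = median DMSO wells and 100% = median Neomycin B control wells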
# Target sequence (P05866 whole entry, looked up): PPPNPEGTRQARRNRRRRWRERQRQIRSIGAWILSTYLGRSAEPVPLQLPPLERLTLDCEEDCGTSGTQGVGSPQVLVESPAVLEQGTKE
#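 Test system: Cy5-tagged RRE RNA duplex with fluorescein-tagged Rev peptide | Read-out: % inhibition of FRET ratio versus controls | Probe or stimulus: Labelled Rev peptide | Incubation: 5 min RNA-compound premix plus 15 min binding step, 25 °C | Technique: FRET fluorescence readout | Benchmarks: DMSO low control, neomycin B high control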
# CYP2C19 act – cytochrome P450 2C19 (human) activation; P33261; recombinant CYP2C19, luciferin-H EGE luminescence; hits give high values; 0 = fully inhibited enzyme, 1 = untreated enzyme; activation factor at 5 µM; 96,000 tested, under 10 active; AID 1025;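 active = activation factor of at least 2 at 5 µM in the primary screen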;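 also: 0 = wells with 2.5 mM tranylcypromine and 1 = vehicle-only wells; values of inactives mirror those of a sister screen read the other way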
# Target sequence (P33261 whole entry, looked up): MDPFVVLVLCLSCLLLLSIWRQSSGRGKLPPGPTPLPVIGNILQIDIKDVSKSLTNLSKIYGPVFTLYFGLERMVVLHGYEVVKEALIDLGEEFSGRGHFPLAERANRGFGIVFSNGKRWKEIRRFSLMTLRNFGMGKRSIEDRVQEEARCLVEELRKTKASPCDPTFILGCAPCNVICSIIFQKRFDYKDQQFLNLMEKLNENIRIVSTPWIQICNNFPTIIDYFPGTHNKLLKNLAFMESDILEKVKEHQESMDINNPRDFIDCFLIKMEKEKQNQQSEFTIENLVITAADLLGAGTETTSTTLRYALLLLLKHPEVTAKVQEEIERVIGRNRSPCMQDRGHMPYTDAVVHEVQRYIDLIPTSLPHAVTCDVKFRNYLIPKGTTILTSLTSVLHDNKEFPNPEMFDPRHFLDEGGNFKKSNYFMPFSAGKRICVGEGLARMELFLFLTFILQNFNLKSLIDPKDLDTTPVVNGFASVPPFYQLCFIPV
# CYP2C9 inhib – inhibitors of human CYP2C9 | AID 777 | CYP2C9 Supersomes, luciferin-H conversion, luminescence | inhibition, % at 5 µM | 20% of 96,000 active | P11712;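 active = blocking of liver enzyme CYP2C9 beyond about 50% at 5 µM, limit read from the data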; also: values of inactives mirror those of a sister screen read the other way
# PLK1 PBD inh – Plk1 (human) PBD binding inhibition; Plk1 PBD phosphopeptide binding, fluorescence polarization; inhibition, %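 (tested at about 20 µM)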; 0.13% of 97,000 active; in the data active = inhibition above about 34%, passing the limit was not always enough
# CYP2C19 inhib – human CYP2C19 inhibition | P33261 | inhibition, % at 5 µM | CYP2C19 Supersomes, luciferin-H EGE luminescence, 30 min | AID 778 | 21% of 96,000 active;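 active = CYP2C19 inhibition above a set limit at 5 µM in the primary screen, cut at about 50% in these data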;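 also: plate controls were negative control wells for no effect and 2.5 mM tranylcypromine positive control for full effect; values of inactives mirror those of a sister screen read the other way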
# PLAP activator – human PLAP activation. P05187. purified PLAP enzyme, luminescent substrate read-out; hits give high values. activation fold at 20 µM. 1.2% of 96,000 active; in the data active = activation fold above about 2
# PLK1 kinase inh – inhibitors of human PLK1 kinase; inhibition, % at 10 µM; recombinant PLK1 kinase, TR-FRET peptide phosphorylation; P53350; AID 619; 0.53% of 97,000 active;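 active = inhibition of 50% or more in the single-concentration screen; inactive = inhibition below 50%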;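 also: 0% = DMSO max control and 100% = H-89 dihydrochloride min control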
# Numbers without * were called inactive; · = no result given; [ ] = remark or other dose.
SMILES,EphB4 ephrin blk,CYP2C9 activ,Rev-RRE block,CYP2C19 act,CYP2C9 inhib,PLK1 PBD inh,CYP2C19 inhib,PLAP activator,PLK1 kinase inh
O=C(c1cccc(S(=O)(=O)N2CCCCC2)c1)N1CCOCC1,-4,0.9,0,1,5,-19,2,0.8,-10
CCOC(=O)N1CCN(C(=O)c2ccc3c(c2)sc2nc(-c4ccc(OC)cc4)cn23)CC1,-4,0.6,-4,0.6,45,-9,39,1.4,-11
COc1ccc(NC(=O)CN2CCC3(O)CCCCC3C2c2ccccc2OC)cc1 (stereo unspecified),12,0.1,14,0.3,91*,-5,74*,1.5,-11
CCN(CC)CCOCCOc1ccccc1F,1,0.9,8,1.1,13,15,-8,1,-14
Cc1cc(C)cc(NC(=S)NC2CC3CCC(C2)N3Cc2ccco2)c1 (stereo unspecified),-1,1.2,3,0.9,-16,-31,8,1.3,-3
COc1ccccc1C1CC(=O)NC(C)=C1C(=O)OCC(C)C (stereo unspecified),-9,0.8,5,0.5,23,-3,48,1,-5
c1ccc(-c2ccc(-c3nc(-c4cccnc4)no3)cc2)cc1,·,0.9,·,0.9,6,·,14,0.9,·
CC(=O)c1cccc(NC(=O)N2CCC(c3nnc(SCC(N)=O)n3C)CC2)c1,-3,1,2,1,-4,14,5,0.9,-9
O=C(NCc1ccc(Cl)cc1)c1cc2ccccn2n1,-5,1,4,0.7,2,-10,30,0.8,-16
CCCc1nc(N2CCCC2)c(C#N)c2c1CCCC2,-7,0.3,22,0.6,73*,11,43,1,-19
CC(=O)N(Cc1ccccc1)c1ccc(C(=O)O)cc1,6,1.2,4,1.2,-21,1,-18,1.1,-6
CCOc1ccccc1N=c1oc2cc(O)ccc2cc1C(=O)NCC1CCCO1 (stereo unspecified),-2,0.5,34,1,53*,-27,2,1.1,-1
CC(C)CC(NC(=O)COc1ccccc1)C(=O)O (stereo unspecified),-6,1,1,0.8,-4,-16,17,1,-5
CN1Cc2c(N3CCOCC3)nc(SCc3ccccc3)c(C#N)c2CC1(C)C,-3,0.1,9,0.6,91*,-51,41,1.2,5
O=C(N/N=C/c1ccco1)c1ccc(Br)o1,7,1,8,0.9,-5,13,7,0.8,-8
CCOC(=O)c1sc(=S)n(Cc2ccccc2)c1N,4,0.2,7,0.7,79*,0,28,0.8,-2
COC(=O)c1ccc(C)c(NS(=O)(=O)c2ccc(C)c([N+](=O)[O-])c2)c1,-3,0.2,4,0.1,80*,-1,90*,1,-2
Cc1cc(NC(=O)CSc2nc3ccccc3c(=O)n2Cc2ccccc2)no1,3,0.7,7,0.6,28,-11,41,0.9,-6
O=C1CCCC(O)=C1C1C2=C(CCCC2=O)Oc2ccccc21 (stereo unspecified),-7,0.8,3,0.9,20,-27,9,1.1,3
CCC(Sc1nc(C)cc(=O)[nH]1)C(=O)Nc1nnc(C)s1 (stereo unspecified),2,0.8,4,1,16,-29,-3,0.9,-2
COCCn1nnnc1CN1C2CCCC1CC(NC(C)=O)C2 (stereo unspecified),-2,0.9,8,1.1,6,-9,-8,0.9,-7
Cc1ccc2cc(CCNC(=O)c3c(-c4ccccc4Cl)noc3C)c(=O)[nH]c2c1,-8,0.1,7,0.8,94*,28,21,1,-13
CCCn1c2c(c(O)c(C(=O)Nc3ncccc3O)c1=O)CCCC2,6,0.8,6,0.8,20,-28,23,1.2,7
CCN(CC)C(=O)C1CCN(CC2CC=CCC2)CC1 (stereo unspecified),-2,1,3,0.9,-1,-11,10,1.3,-11
O=C(Nc1ccc2c(c1)OCCO2)N1CCN(c2ccccc2)CC1,2,0.9,6,0.8,13,1,22,0.8,-8
Cc1ccnc(SCC(=O)N2CCN(c3cccc(Cl)c3)CC2)n1,2,0.7,4,0,30,-13,99*,1.5,-1
CCCCC(c1nnnn1CCOC)N1CCN(C)CC1 (stereo unspecified),-3,·,5,·,·,11,·,·,-11
CCn1c(SCC(=O)c2ccc(OC)cc2)nnc1C(C)NC(=O)c1ccc(OC)cc1 (stereo unspecified),-4,0.8,2,0.7,17,-23,28,1.3,-9
COc1cccc(C(=O)CSc2nnc(-c3ccco3)n2CC2CCCO2)c1 (stereo unspecified),3,0.7,-1,0.3,27,33,67*,1.4,-12
CCC(=O)NCCn1c(C)cc2ccccc21,-1,0.9,3,0.7,5,-3,30,1.1,-18

# In another format: results already given
compound | EphB4 ephrin blk | CYP2C9 activ | Rev-RRE block | CYP2C19 act | CYP2C9 inhib | PLK1 PBD inh | CYP2C19 inhib | PLAP activator | PLK1 kinase inh
O=C(Nc1ccc2c(c1)OCCO2)N1CCN(c2ccccc2)CC1 | 2 | 0.9 | 6 | 0.8 | 13 | 1 | 22 | 0.8 | -8
CCOc1ccccc1N=c1oc2cc(O)ccc2cc1C(=O)NCC1CCCO1 (stereo unspecified) | -2 | 0.5 | 34 | 1 | 53* | -27 | 2 | 1.1 | -1

# 4 entries from above, with two lines to a compound:
# Value order – EphB4 ephrin blk	CYP2C9 activ	Rev-RRE block	CYP2C19 act	CYP2C9 inhib	PLK1 PBD inh	CYP2C19 inhib	PLAP activator	PLK1 kinase inh
CCn1c(SCC(=O)c2ccc(OC)cc2)nnc1C(C)NC(=O)c1ccc(OC)cc1 (stereo unspecified)
 : -4	0.8	2	0.7	17	-23	28	1.3	-9
Cc1ccnc(SCC(=O)N2CCN(c3cccc(Cl)c3)CC2)n1
 : 2	0.7	4	0	30	-13	99*	1.5	-1
CCCn1c2c(c(O)c(C(=O)Nc3ncccc3O)c1=O)CCCC2
 : 6	0.8	6	0.8	20	-28	23	1.2	7
COCCn1nnnc1CN1C2CCCC1CC(NC(C)=O)C2 (stereo unspecified)
 : -2	0.9	8	1.1	6	-9	-8	0.9	-7

# Next structures
SMILES,EphB4 ephrin blk,CYP2C9 activ,Rev-RRE block,CYP2C19 act,CYP2C9 inhib,PLK1 PBD inh,CYP2C19 inhib,PLAP activator,PLK1 kinase inh
CCOC(=O)N1CCC(NC(=O)C2CCCN(S(=O)(=O)c3ccc4c(c3)oc(=O)n4C)C2)CC1 (stereo unspecified),-1,1.3,3,1.1,-26,-3,-11,1,-2
CCOc1ccc(NC(=O)CSC2=C(C#N)C(c3ccc4c(c3)OCO4)CC(=O)N2)cc1 (stereo unspecified),3,0.8,7,0.8,24,3,17,1,-7
COc1ccc(-c2sc(NC(=O)c3ccc(C)cc3)nc2-c2ccc([N+](=O)[O-])cc2)cc1,0,0.8,35,0.7,19,9,32,0.8,-5
CCCCC(=O)NC(NC(=S)N1CCOCC1)C(Cl)(Cl)Cl (stereo unspecified),13,1.2,5,0.6,-23,26,44,0.9,-5
COc1ccc(CNC(=O)c2csc(Cc3ccccc3)n2)cc1,-3,0.4,1,0.1,59*,13,88*,1,4
O=C(Nc1cccc(F)c1)c1cc(S(=O)(=O)N2CCC(C(=O)O)CC2)ccc1F,-3,0.9,-3,1,14,-3,3,0.9,8
Cc1cc(C(C)(C)C)cc(S(=O)(=O)Nc2cccc(C(=O)O)c2)c1C,5,1.1,6,1.1,-5,-9,-8,1.1,-26
O=C(CC(O)(c1ccccc1)C(F)(F)F)c1cccs1 (stereo unspecified),31*[fluorescence artefact?],0.8,6,0.6,22,-23,44,0.8,-2
CCCC(=O)Nc1ccccc1NC(C)=O,5,1.1,9,1.1,-9,-7,-12,1.1,-8
Cc1cc(C)nc(NC(=O)C(C)C)n1,-4,0.8,6,1,16,-8,-1,1,-9
Clc1ccc(Oc2nnnn2-c2ccccc2)cc1,-4,0.5,0,0.3,48,6,73*,1.1,-13
O=C(CN1CCC(n2nnc3cc(F)ccc32)CC1)NC1CC1,·,1,·,0.9,5,·,9,1,·
CN(C)c1nc2c(c(N)nn2-c2ccc(Cl)cc2)c(=O)o1,6,1,-3,1,-3,17,2,1,-10
CN1CCC2(CC1)Nc1nc(SCc3ccc(Cl)cc3)nn1C1=C2CN(C)CC1,·,1,·,1,-2,·,-1,1.6,·
CCOC(=O)N1CCN(C(=O)CSc2nc3c(c(=O)n2-c2ccccc2OC)SCC3)CC1,-2,0.7,3,0.9,34,-7,12,1.3,19
CCOC(=O)C1CCN(C(=O)CN(Cc2ccccc2)S(C)(=O)=O)CC1,-5,1,4,1,-3,-7,-2,0.9,-5
Cc1nn(-c2ccccc2)c(C)c1/C=N/NC(=O)CSc1nc2ccccc2c(=O)n1-c1ccc(Br)cc1,-3,0.5,-2,0.7,51*,-11,32,0.9,-15
COc1ccccc1C(=O)N(Cc1nc(-c2ccc(Cl)cc2)no1)C(C)C,-6,0.7,4,0.4,32,-26,64*,1.5,0
O=C(COc1ccc(Cl)cc1)N1CCN(c2ccc([N+](=O)[O-])c(N3CCCCC3)c2)CC1,-1,0.4,6,0,61*,7,98*,1.2,-13
Cn1c(NN)nc2sc3c(c2c1=O)CCC3,0,0.3,-5,0.2,68*,-7,78*,1.7,0
COCCCNC(=O)c1ccc2c(c1)ncn2-c1ccccc1OC,·,1.4,·,1,-38,·,2,1.4,·
Cc1ccc([N+](=O)[O-])cc1NC(=O)CCCOc1ccccc1,4,2.3*,3,0.7,-130,6,31,0.8,-12
CN(C)S(=O)(=O)c1ccc2c(c1)nc1n2CCC1,9,1.5,11,1.2,-48,-11,-23,0.9,-5
COc1cc(C(=O)OCC(=O)Nc2ccc3c(c2)OC(F)(F)O3)ccc1OCc1c(C)noc1C,-6,·,2,·,·,0,·,·,-9
COc1ccc(F)cc1S(=O)(=O)N1CCC(C(N)=O)CC1,-7,2.4*,8,0.9,-143,13,11,1,-3
Clc1ccc(CSc2nncn2-c2ccccn2)cc1,-2,0.9,3,0.3,7,-32,68*,0.8,-4
COc1cc(OC)c(OC)cc1CNC1CCCCCC1,-2,1.1,8,1.1,-8,2,-14,1.1,-5
O=C(COc1ccccc1)N(Cc1ccco1)C1CCS(=O)(=O)C1 (stereo unspecified),-11,0.9,1,0.7,7,12,35,1.5,-7
Cc1cc(=S)[nH]c2ccccc12,-5,1.2,6,1,-16,11,4,0.9,-8
CC(NC(=O)c1cccc(C(F)(F)F)c1)C1CCCO1 (stereo unspecified),-1,0.9,-2,0.7,12,-28,29,1,-6
Cc1cc(-c2nnc(-c3cc4ccccc4oc3=O)o2)c(C)n1-c1ccccc1,·,0.9,·,0.9,7,·,6,0.8,·
O=S(=O)(Cc1cc(Sc2ccc(Cl)cc2)nc(-c2ccccc2)n1)c1ccccc1,-1,0.2,6,0.3,81*,-20,65*,0.7,-9
Cn1c(COc2ccc3ccccc3c2)nnc1SCC(N)=O,-3,1.3,0,0.9,-30,-1,8,0.9,-10
CN(C)S(=O)(=O)c1ccc2oc(SCC(N)=O)nc2c1,1,1,5,1.2,-1,8,-17,0.9,-15
Cc1nc(NCc2ccccc2)c(C(N)=O)c2c1COC(C)(C)C2,·,1,·,0.5,3,·,48,1.2,·
Cc1cc2c(nn1)CCC/C2=N\O,7,1.1,0,1.1,-14,-18,-10,0.9,-7
CCSC1=C(C#N)C(c2cccs2)C(C(=O)OC)=C(C)N1 (stereo unspecified),7,0.1,19,0.1,91*,-12,88*,0.9,-6
CN1c2ccccc2C(C)(C)C12CC(CCl)=NO2 (stereo unspecified),-6,0.7,2,0.9,27,12,8,1,-9
Cc1ccc(C23OC(=O)C(C)(C)C2OC(=O)C3(C)C)cc1 (stereo unspecified),5,0.8,6,0.7,20,-5,32,1.1,-8
Cc1noc(/C=C/N(C)C)c1S(=O)(=O)N1CCCC(C(=O)N2CCc3ccccc32)C1 (stereo unspecified),-9,·,-6,·,·,-18,·,·,-9
O=C(CN1C(=O)c2cccnc2C1=O)c1ccccc1,-4,·,5,·,·,-4,·,·,-7
CC(C)OC(=O)CSc1nnc(-c2cnccn2)n1-c1ccc(Cl)cc1,-8,0.6,4,0.6,36,-23,37,1.7,-12
COCCN1C(=O)C(CC(=O)Nc2ccccc2)SC1=Nc1ccc(OC)cc1 (stereo unspecified),-5,0.2,12,0.4,81*,27,56*,1,-3
